GLP1R ag: qHTS of GLP-1 Receptor Agonists. Potency, µM (doses to about 45.6 µM), for inactives: at the top dose activation, usual class: activators. Glucagon-like peptide 1 receptor (Homo sapiens), P43220. 380,000 tested, 0.007% active. HEK293 GLP-1R CRE-luciferase, luminescence, 4-6 h; cells express a hypersensitive GLP-1R form. AID 624172, 2012; also: potency is read from the fitted curve at half-maximal effect; % of control where 0% means no effect
Target sequence (P43220 whole entry, looked up): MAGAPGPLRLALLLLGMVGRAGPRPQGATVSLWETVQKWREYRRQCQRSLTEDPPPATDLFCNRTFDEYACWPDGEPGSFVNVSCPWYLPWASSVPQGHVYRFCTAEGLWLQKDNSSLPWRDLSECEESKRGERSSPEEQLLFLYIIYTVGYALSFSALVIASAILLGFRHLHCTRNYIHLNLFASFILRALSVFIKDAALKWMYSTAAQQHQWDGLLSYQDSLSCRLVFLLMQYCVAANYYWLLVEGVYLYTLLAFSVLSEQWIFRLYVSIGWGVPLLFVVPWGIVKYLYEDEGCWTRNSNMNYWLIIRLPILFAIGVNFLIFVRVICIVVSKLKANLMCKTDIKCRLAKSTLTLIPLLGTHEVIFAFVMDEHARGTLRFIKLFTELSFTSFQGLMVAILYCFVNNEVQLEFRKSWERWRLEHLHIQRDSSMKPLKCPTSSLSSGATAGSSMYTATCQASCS
aSyn yeast inh: qHTS of alpha-syn Inhibitors | Yeast expressing alpha-synuclein, growth rescue, BacTiter-Glo, 24 h | Potency, µM (top dose mostly 46.1 µM), inactives show at the top dose growth rescue (activation), hits mostly activators | 370,000 tested, 0.14% active | AID 652106, 2013; also: potency is read from the fitted curve at half-maximal effect; % of control where 0% means no effect; nearly all actives have a fitted effect of over 65% in size
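Rescue of yeast growth: cells expressing toxic alpha-synuclein, induced in galactose at OD600 0.02, incubated with compound 24 h at 30 C. ATP luminescence quantified growth; inhibitors of toxicity appear as activators.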
KB-V1 MDR tox: qHTS assay for MDR1-selective chemotherapeutics: Primary screen using the drug-selected MDR subline cells KB-V1 | Potency, µM (highest dose often 46.1 µM), inactives show top-dose activity change, negative = cytotoxicity, most hits filed as cytotoxic | KB-V1 MDR cells viability, CellTiter-Glo, 72 h | 400,000 tested, 3.4% active; also: potency is read from the fitted curve at half-maximal effect; % is scaled to controls: 0 for no effect and ±100 for the full control effect; nearly all actives have a fitted effect of over 60% in size
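Readout: CellTiter-Glo luminescence, 10 min after addition. Cells: KB-V1 MDR subline, 72 h at 37 degrees C with compound. Analysis: corrected, normalized data fitted to concentration-effect curves.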
GLP1R inv ag: qHTS of GLP-1 Receptor Inverse Agonists (Inhibition Mode); AID 624417, 2012; HEK293 GLP-1R CRE-luciferase, luminescence, 24 h; GLP-1R form is constitutively active; Glucagon-like peptide 1 receptor (Homo sapiens), P43220; 410,000 tested, 1.6% active; Potency, µM (series often up to 38.3 µM), inactives show at the top dose activity change, negative = inhibition, usual class: inhibitors; also: potency is read from the fitted curve at half-maximal effect; % is scaled to controls: 0 for no effect and ±100 for the full control effect; nearly all actives have a fitted effect of over 55% in size
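Stable HEK293 clone (constitutively active GLP-1R + cAMP-response luciferase); 200 cells/uL plated, 12 h pre-culture, compound 24 hr, 37 deg C/5% CO2; detection reagent 12 min RT; luminescence.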
PTHR1 agonist: qHTS for PTHR1 Agonists: Primary Screen; Parathyroid hormone/parathyroid hormone-related peptide receptor (Homo sapiens), Q03431; HEK293 GP2 PTHR1 cells, GloSensor cAMP luminescence, 1 h; Potency, µM (top dose mostly 115 µM), without a hit: at the top dose activation, most hits filed as activators; 410,000 tested, 0.075% active; also: potency is read from the fitted curve at half-maximal effect; nearly all actives have a fitted effect of over 55% in size; some results filed as inactive show a strong effect at the top dose; inactives centre near -15; many of its hits are not listed in these tables
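HEK-293-derived GP2 cells expressing PTHR1 and a GloSensor cAMP reporter, 3,000/well, plated overnight, given luciferin plus IBMX (each 0.5 mM as added) for 1 h at 37 °C, then compound for 1 h at 37 °C. Luminescence was read after 15 min at room temperature.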
HEK293 tox: qHTS of GLP-1 Receptor Inverse Agonists: Cytotox Screen; Potency, µM (top dose mostly 38.3 µM), for the others: at the top dose activity change, negative = inhibition, usual class: inhibitors; AID 624418, 2012; HEK293 cAMP-luciferase reporter cells, luminescence, 24 h; 410,000 tested, 0.13% active;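 also: loss of luciferase light is scored as toxicity; potency is read from the fitted curve at half-maximal effect; % is scaled to controls: 0 for no effect and ±100 for the full control effect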
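Seeding density was 200 cells/uL; after overnight-length (12 h) culture, 23 nL compounds went on for 24 h at 37 °C. Readout used a luciferase detection reagent, luminescence taken after 12 min at room temperature.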
TDP-43 yeast inh: qHTS of TDP-43 Inhibitors; TDP-43 expressing yeast growth rescue, BacTiter-Glo, 24 h; Potency, µM (doses to about 46.1 µM), inactives show top-dose growth rescue (activation), hits mostly activators; 410,000 tested, 1.8% active; AID 652104, 2013; also: potency is read from the fitted curve at half-maximal effect; % of control where 0% means no effect; nearly all actives have a fitted effect of over 50% in size
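Luminescence from BacTiter-Glo reports growth of TDP-43-expressing yeast after 24 hr at 30 deg C with compound. Cells were raffinose-pregrown to mid-log, then seeded in galactose medium at OD600=0.02.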
DRD3 antagonist: qHTS of D3 Dopamine Receptor Antagonist: qHTS; 360,000 tested, 2.5% active; AID 652054, 2013; max response, negative = inhibition, %; D3R cells, DiscoveRx beta-arrestin luminescence, antagonist mode; active compounds read low; in the data active = max response below about -50%; inconclusive = no clear call, values can overlap the other calls; also: % is scaled to controls: 0 for no effect and ±100 for the full control effect; mostly tested at two doses, the higher about 12 µM
Target sequence (P35462 whole entry, looked up): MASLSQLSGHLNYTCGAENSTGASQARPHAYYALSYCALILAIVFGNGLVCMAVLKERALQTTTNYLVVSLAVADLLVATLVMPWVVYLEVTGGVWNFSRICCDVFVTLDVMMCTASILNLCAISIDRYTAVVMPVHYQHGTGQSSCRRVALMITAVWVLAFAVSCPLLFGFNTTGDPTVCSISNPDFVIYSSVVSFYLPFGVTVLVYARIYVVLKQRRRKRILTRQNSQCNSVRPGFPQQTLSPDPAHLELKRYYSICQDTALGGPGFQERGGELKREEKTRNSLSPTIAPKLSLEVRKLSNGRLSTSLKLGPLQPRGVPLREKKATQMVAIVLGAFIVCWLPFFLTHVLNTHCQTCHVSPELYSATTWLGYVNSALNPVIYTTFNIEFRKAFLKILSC
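Cells expressing the human receptor were seeded at 1500 cells/well, incubated overnight at 37 degrees C in 5% CO2, then exposed to library compounds with dopamine controls for 90 minutes at 37 degrees C before luminescent detection.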
DRD3 agonist: qHTS of D3 Dopamine Receptor Agonist: qHTS. D3R DiscoveRx beta-arrestin cells, luminescence, 90 min. max activation, %. 410,000 tested, 0.58% active. AID 652048, 2013; in the data active = max activation above about 30%; also: 0% is about no effect; mostly tested at two doses, the higher about 12 µM
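Cells at 1500/well, incubated overnight, then treated with pinned compounds (dopamine as control) for 90 min at 37 degrees C. DiscoveRx reagent added for 30 - 60 minutes at room temperature; luminescence read.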
* = called active by the depositor; i = inactive; u = inconclusive; x = not tested or not shown; [ ] = remark or other dose. Unless noted, calls follow the shape of the dose curve; as a rule, active = well fitted curve in the direction sought with a large enough effect; inconclusive = small, poorly fitted or top-dose-only effect, or another doubt; inactive = no such curve, though single readings can be large; an effect the other way counts as inactive or inconclusive.

SMILES	GLP1R ag	aSyn yeast inh	KB-V1 MDR tox	GLP1R inv ag	PTHR1 agonist	HEK293 tox	TDP-43 yeast inh	DRD3 antagonist	DRD3 agonist
O=C(CCNS(=O)(=O)c1ccc(Br)s1)NCc1ccccc1Cl	11.0%	6.3%	0.1%	u	-11.4%	-2.4%	-8.6%	4.1	-2.3
CCOC(=O)C(=O)Nc1cc(C)on1	-1.2%	2.1%	1.1%	-10.4%	i	1.8%	-2.9%	1.4	-1.6
COc1ccc(/C=N/n2cnn(Cc3ccccc3Cl)c2=S)cc1OC	11.9%	-8.8%	u	17.2%	u	-2.8%	-7.8%	5.7	26.5
CC(=O)/C(=N/Nc1ccccc1C)N1CCOCC1	6.1%	-0.2%	6.8%	u	-14.9%[57.5 µM]	4.1%	29.9%	-10.8	-2.1
Cc1ccc(-c2nc(S(=O)(=O)c3ccc(C)cc3)c(SCC(=O)NCC3CCCO3)o2)cc1 (stereo unspecified)	2.9%	5.2%	0.0%	5.4%	i	-7.2%	-2.2%	-2.4	0.4
O=C(CN(C(=O)c1csnn1)c1ccc(Cl)cc1)NCCc1ccccc1	11.1%	1.3%	1.8%	-18.5%	-11.4%	0.0%	-18.6%	13.1	11.0
Cn1c(=O)n(CCCc2ccccc2)c(=O)c2c1nc1n2CCN1c1ccc(F)cc1	x	x	x	-12.1%	i	-13.1%	14.8%	x	16.0
CCc1nn(C(CC)C(=O)NCCc2ccc(OC)cc2OC)c(=O)c2cc3occc3n12 (stereo unspecified)	9.7%	7.4%	u	-23.5%	-11.3%	-5.0%	16.0%	-10.5	-0.1
Cc1cc(/C=N/NC(=O)C(O)(c2ccccc2)c2ccccc2)c(C)n1-c1ccc(C(=O)O)cc1	1.1%	-11.5%	-13.6%	3.5%	i	-3.3%	8.5%	-13.0	-5.0
COc1ccc(CCNC(=O)CSc2nncn2N)cc1OC	0.6%	-7.2%	-5.5%	11.5%	i	3.9%	-21.1%	15.9	0.5
CNC(=S)N1N=C(c2ccc(C)cc2)CC1c1ccc(Br)cc1 (stereo unspecified)	-12.1%	1.8%	14.6µM*	0.0%	i	5.5%	u	11.2	-9.8
Cc1ccccc1OC(=O)CCC(=O)OCCCC(F)(F)C(F)(F)F	10.2%	1.2%	3.1%	0.0%	i	2.3%	-14.1%	-19.8	3.7
CCOC1=CC2=C(C(=O)C(Cl)=CC2=O)[C@@H]2CN(S(=O)(=O)c3ccc(C)cc3)[C@@H](c3ccccc3)[C@H]12	-4.0%	5.1%	-12.6%	11.0%	3.9%	u	0.0%	-11.9	-2.3
O=C(NCCS(=O)(=O)N1CCN(c2ccccc2F)CC1)c1ccc(Br)o1	-0.5%	8.6%	-25.0%	u	-15.9%	5.0%	u	-0.6	2.4
C[C@@H]1CN([C@@H](C)CO)C(=O)CCCn2nncc2CO[C@H]1CN(C)S(=O)(=O)c1ccccc1F	10.6%	4.4%	-11.5%	11.4%	-9.1%	-2.6%	13.9%	8.4	3.7
O=C(O)c1ccc(S(=O)(=O)N(Cc2cccs2)CC2CCCO2)cc1 (stereo unspecified)	0.8%	-0.5%	3.8%	14.5%	u	2.2%	-5.5%	1.1	-7.2
CCCCN(C)c1c(C)nc2ccc(C(=O)NC3CCN(C)CC3)cn12	6.0%	0.4%	-2.8%	u	5.3%	-11.0%	18.1%	-6.7	-9.2
CC(=O)Nc1ccc(-c2ccnc3c2CC(C(=O)Nc2ccccc2)O3)cc1 (stereo unspecified)	4.7%	5.9%	u	-12.7%	i	-15.9%	21.1%	1.1	6.0
COc1cccc(N=Nc2ccc(O)c3ncccc23)c1	9.4%	u	-23.0%	u	-6.9%	u	-18.2%	-109.7*	-29.1
Cc1cc(C(=O)Nc2ccc(Br)cn2)sc1C	1.0%	1.3%	6.4%	u	-42.4%[inhibitor]	0.0%	2.6%	0.0	1.4
COCCCn1c(SCC(=O)N2CC(=O)Nc3ccccc32)nnc1-c1ccoc1C	-0.1%	-1.8%	15.4%	0.7%	3.0%[57.5 µM]	10.9%	-19.0%	16.6	0.1
Cc1ccccc1/C=N/n1c(-c2ccccn2)n[nH]c1=S	-2.0%	-5.0%	14.9%	3.6%	-2.8%	2.9%	12.4%	-15.7	-10.5
CCC(C)S(=O)(=O)c1oc(-c2ccc(F)cc2)nc1S(=O)(=O)c1ccc(F)cc1 (stereo unspecified)	x	x	x	u	-90.4%[inhibitor]	u	u	x	-37.1
COc1cc(C(=O)N/N=C/c2ccsc2C)cc(OC)c1OC	14.3%	1.9%	0.581µM*	u	i	u	-4.5%	-53.4*	-12.4
CCN(CC)c1ccc(-c2n[nH]c(=S)n2-c2ccccc2)cc1	7.8%	-2.3%	23.1µM*	-41.4%	-10.2%	-9.3%	3.8%	-26.4	-3.7
O=C(NC1CCCCC1)C1c2ccccc2OCC(=O)N1CCc1ccccc1 (stereo unspecified)	-4.5%	5.0%	3.7%	19.8%	-18.2%	3.2%	u	7.3	5.2
O=C(NCCC1CCCCN1S(=O)(=O)c1ccccc1)C(=O)NC1CCCC1 (stereo unspecified)	11.1%	0.2%	u	-19.6%	i	-6.4%	4.0%	-3.0	-2.7
Cc1ccc(S(=O)(=O)N2CC3CCCC2C3)cc1 (stereo unspecified)	5.3%	8.8%	-18.0%	-37.9%	i	23.4%	12.0%	6.8	1.8
Cc1ccc(C(=O)COC(=O)c2c(C)cc(=O)oc2C)cc1[N+](=O)[O-]	-4.4%	-7.8%	u	3.3%	i	-2.7%	6.9%	12.2	9.1
Cc1sc2ncnc(Oc3ccc(-n4ccnc4)cc3)c2c1C	15.5%	-4.9%	u	-15.7%	-34.9%[inhibitor]	-23.2%	-13.9%	15.5	-3.1
COc1cc(OC)cc(C(=O)N[C@H](C(=O)NCCc2ccc(S(N)(=O)=O)cc2)C(C)C)c1	6.7%	1.3%	-14.0%	-1.8%	-22.4%	1.3%	7.9%	-16.7	-7.4
O=C(O)c1cccc(N/N=C/c2ccc(OC(F)(F)F)cc2)c1	-4.6%	-0.5%	u	u	-39.1%	6.3%	u	1.0	0.5
COc1cccc(-c2nc(CS(=O)(=O)CC(=O)N3CCOCC3)c(C)o2)c1	-0.8%	-5.8%	0.0%	22.0%	-52.4%[inhibitor]	-4.4%	-38.0%	0.1	0.0
COc1ccccc1NC(=O)CN1C(=O)COc2ccc(S(=O)(=O)N3CCCCCC3)cc21	1.3%	5.7%	-12.7%	u	i	-5.7%	0.6%	8.1	-9.7
CCOC(=O)c1ccc(N2C(=O)CC(SCC(=O)Nc3ccc(S(N)(=O)=O)cc3)C2=O)cc1 (stereo unspecified)	-5.4%	0.1%	u	14.5%	-20.4%	3.8%	14.6%	-12.0	9.3
COCC(C)n1c(COc2ccccc2F)nnc1SCc1c(C)noc1C (stereo unspecified)	-6.9%	4.5%	0.0%	-4.1%	8.7%[57.5 µM]	-5.3%	7.6%	-21.7	-0.5
O=C(OCc1ccccc1Cl)c1ccc(-c2nnn(Cc3ccccc3)n2)cc1	x	x	-3.5%	5.9%	i	3.4%	23.0%	x	2.4
CCOc1c2ccc(C(=O)NCc3ccc(OC(F)(F)F)cc3)cc2nn1C	2.9%	1.5%	0.5%	0.8%	i	1.6%	22.8%	40.4	6.1
CCOC(=O)N1CCN(S(=O)(=O)c2ccc(OC)c(Cl)c2)CC1	2.1%	-5.2%	-22.3%	8.6%	i	-1.4%	16.2%	20.9	-1.4
CCCNC(=O)c1ccc(N2CCC3(CC2)CC(c2ccccc2)=NO3)c([N+](=O)[O-])c1	10.0%	-7.4%	-0.2%	u	-22.5%	-5.7%	23.2%	4.4	5.5
COC(=O)c1c(C)[nH]c(C(=O)COC(=O)Cc2ccc3c(c2)OCCO3)c1C	0.5%	7.4%	u	1.7%	-10.1%	2.9%	20.4%	32.9	8.4
NS(=O)(=O)c1ccc(CNC(=O)c2ccc(NS(=O)(=O)c3ccc4[nH]c(=O)[nH]c4c3)cc2)cc1	10.9%	-0.2%	12.2%	0.4%	i	7.3%	-16.0%	-11.0	1.0
C=CCNC(=S)NNC(=O)c1cccn(Cc2ccc(Cl)c(Cl)c2)c1=O	1.1%	-7.0%	16.4µM*	u	-6.6%[57.5 µM]	-14.8%	-4.3%	u	-37.9
Nc1nnc(-c2cn(-c3ccccc3)nc2-c2ccc(Cl)cc2)o1	11.9%	3.1%	-29.2%	9.7%	i	-13.6%	1.3%	19.1	-6.7

4 of the compounds above, with two lines to a compound:
Below each compound: GLP1R ag	aSyn yeast inh	KB-V1 MDR tox	GLP1R inv ag	PTHR1 agonist	HEK293 tox	TDP-43 yeast inh	DRD3 antagonist	DRD3 agonist
> NS(=O)(=O)c1ccc(CNC(=O)c2ccc(NS(=O)(=O)c3ccc4[nH]c(=O)[nH]c4c3)cc2)cc1
 : 10.9%	-0.2%	12.2%	0.4%	i	7.3%	-16.0%	-11.0	1.0
> C=CCNC(=S)NNC(=O)c1cccn(Cc2ccc(Cl)c(Cl)c2)c1=O
 : 1.1%	-7.0%	16.4µM*	u	-6.6%[57.5 µM]	-14.8%	-4.3%	u	-37.9
> Nc1nnc(-c2cn(-c3ccccc3)nc2-c2ccc(Cl)cc2)o1
 : 11.9%	3.1%	-29.2%	9.7%	i	-13.6%	1.3%	19.1	-6.7
> COC(=O)c1c(C)[nH]c(C(=O)COC(=O)Cc2ccc3c(c2)OCCO3)c1C
 : 0.5%	7.4%	u	1.7%	-10.1%	2.9%	20.4%	32.9	8.4

The list is partial. The share of hits here may be higher or lower than overall.
